# Bioassay records (PubChem)
# LDHA block = qHTS assay for inhibitors of human lactate dehydrogenase; L-lactate dehydrogenase A chain (Homo sapiens), P00338; purified LDHA, NADH/diaphorase-resazurin fluorescence; stronger effect = lower value; activity change, % (values are at about 110 or 230 µM); 0.15% of 480,000 active; AID 1347041, 2019; in the data active = activity change below about -30%; inconclusive = mostly about -25% to -30%;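 also: plate controls were DMSO wells for no effect and wells without enzyme for full effect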
#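 Human LDH5 (2 nM) was incubated with 0.06 mM NADH and 0.2 mM pyruvate for 5 min at room temperature in Tris pH 7.4. Remaining NADH was coupled through diaphorase/resazurin, and resorufin fluorescence was read at 0 and 20 min.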
# Vif-A3G inh = qHTS for Inhibitors of Vif-A3G Interactions: qHTS | HeLa A3G-eYFP + Vif (tagged APOBEC3G with the HIV-1 protein that degrades it), YFP fluorescence, overnight | AID 602310, 2012 | 0.076% of 410,000 active | Potency, µM (series often up to 46.1 µM), without a hit: at the top dose activity, negative = active, most hits filed as inhibitors | DNA dC->dU-editing enzyme APOBEC-3G (Homo sapiens), Q9HC16;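 also: potency is read from the fitted curve at half-maximal effect; % is scaled to controls: 0 for no effect and ±100 for the full control effect; nearly all actives have a fitted effect of over 60% in size; hits raise eYFP signal because A3G escapes Vif-driven loss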
#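 Read-out is eYFP fluorescence (Ex 488/Em 500-530) from Vif-expressing HeLa A3G-eYFP cells; more signal means A3G escaped Vif-mediated degradation. Cells plated overnight, compound pinned in, incubated overnight at 37 deg C.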
# D2 potentiator = HTS Assay for Positive Allosteric Modulators of the Human D2 Dopamine Receptor: Primary Screen for Potentiators; HEK293 T-REx D2, calcium flux, EC20 dopamine potentiation; 0.34% of 340,000 active; potentiation, % at 10 µM;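 active = potentiation over 3 SD above the plate norm, cut at about 30% in these data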; also: 0% is about no effect
# Target sequence (P14416 whole entry, looked up): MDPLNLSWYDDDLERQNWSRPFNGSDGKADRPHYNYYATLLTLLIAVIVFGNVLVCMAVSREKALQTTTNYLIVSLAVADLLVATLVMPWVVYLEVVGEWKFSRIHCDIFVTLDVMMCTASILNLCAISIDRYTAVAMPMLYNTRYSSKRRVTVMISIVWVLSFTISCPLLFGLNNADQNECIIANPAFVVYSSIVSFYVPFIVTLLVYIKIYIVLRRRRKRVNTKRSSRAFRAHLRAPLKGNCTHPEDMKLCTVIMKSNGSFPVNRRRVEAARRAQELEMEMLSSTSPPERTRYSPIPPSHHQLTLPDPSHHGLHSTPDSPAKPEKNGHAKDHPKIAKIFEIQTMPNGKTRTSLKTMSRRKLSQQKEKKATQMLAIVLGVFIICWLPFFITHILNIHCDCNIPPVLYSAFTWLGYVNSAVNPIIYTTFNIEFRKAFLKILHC
#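 Using a no-wash calcium dye in inducible, force-coupled HEK293 Trex cells expressing D2, we tracked fluorescence each second for 180 s after compound, then for 180 s after EC20 dopamine to detect augmented signalling.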
# GRP78 ERSR act = qHTS for Inducers of the Endoplasmic Reticulum Stress Response (ERSR) in Human Glioma: qHTS. U87-MG GRP78 promoter luciferase reporter, 16 h. Potency, µM, for inactives: top-dose activation, actives largely listed as activators. 0.02% of 420,000 active; also: potency is read from the fitted curve at half-maximal effect; series mostly up to about 76 µM; % of control where 0% means no effect; nearly all actives have a fitted effect of over 35% in size
#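 Stably transfected U87-MG human glioma cells carrying a GRP78-based luminescent sensor were seeded at 1000 cells/well, pin-dosed with compounds and incubated 16 h. Luciferase reagent was then added, and end-point luminescence was read after 10 min at room temperature.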
# D1 ag = Allosteric Agonists of the Human D1 Dopamine Receptor: qHTS; D(1A) dopamine receptor (Homo sapiens), P21728; HEK293 T-REx D1 cells, calcium flux, agonist mode; activation, % at 2 µM; 1% of 360,000 active; AID 504660, 2011; in the data active = activation above about 30%; also: 0% is about no effect
# Target sequence (P21728 whole entry, looked up): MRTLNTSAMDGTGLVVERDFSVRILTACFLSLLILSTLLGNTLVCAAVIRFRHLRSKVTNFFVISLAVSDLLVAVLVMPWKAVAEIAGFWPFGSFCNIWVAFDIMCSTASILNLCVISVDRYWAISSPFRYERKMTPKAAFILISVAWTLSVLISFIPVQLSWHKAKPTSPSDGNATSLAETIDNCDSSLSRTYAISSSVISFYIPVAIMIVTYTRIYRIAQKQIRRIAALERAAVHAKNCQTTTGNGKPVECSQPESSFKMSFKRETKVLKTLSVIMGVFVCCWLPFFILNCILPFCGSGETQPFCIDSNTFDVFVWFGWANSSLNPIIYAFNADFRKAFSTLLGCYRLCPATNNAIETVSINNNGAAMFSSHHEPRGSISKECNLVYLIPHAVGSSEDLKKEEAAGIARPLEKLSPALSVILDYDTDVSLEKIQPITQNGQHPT
#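 Agonism was scored from calcium flux recorded over 180 s (1 read/s) after pintool compound addition, following a 10-cycle baseline. Cells were inducible force-coupled HEK293 TREx D1, plated overnight at 30 C and loaded with no-wash calcium dye.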
# RXFP1 ag = qHTS Assay for Agonists of the Relaxin Receptor RXFP1; AID 2676, 2010; Relaxin receptor 1 (Homo sapiens), Q9HBX9; HEK293T-RXFP1 cAMP TR-FRET, 30 min; response scale: percent of porcine relaxin response, buffer zero; Potency, µM (doses to about 57.5 µM), without a hit: top-dose activation, most hits filed as activators; 0.3% of 370,000 active; also: potency is read from the fitted curve at half-maximal effect; % is scaled to controls: 0 for no effect and ±100 for the full control effect; nearly all actives have a fitted effect of over 60% in size; many of its hits are not listed in these tables
#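 Agonist response is measured as cAMP accumulation in an RXFP1-transfected HEK293T line under PDE4 inhibition. Values are scaled between buffer-only and 29 nM porcine relaxin, and EC50s come from standard Hill equation fits.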
# D1 antagonist = Antagonist of Human D 1 Dopamine Receptor: qHTS; HEK293 TREx D1 cells, calcium flux, dopamine EC80; stronger effect = lower value; D(1A) dopamine receptor (Homo sapiens), P21728; 3.2% of 360,000 active; activity change, negative = inhibition, % at 10 µM; in the data active = activity change below about -30%; also: % is scaled to controls: 0 for no effect and ±100 for the full control effect
#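 Calcium flux readout: force-coupled, inducible Hek293 Trex D1 line, cells induced overnight at 30 C with tetracycline, dye-loaded 30–90 min at RT. Antagonism scored against EC80 dopamine challenge given 180 s after compound.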
# D1 potentiator = Potentiators of Human D1 Dopamine Receptor: qHTS. D(1A) dopamine receptor (Homo sapiens), P21728. HEK293 TREx D1 cells, calcium flux, dopamine EC20 potentiation. potentiation, % at 10 µM. 0.036% of 360,000 active. AID 504651, 2011; in the data active = potentiation above about 30%; also: 0% is about no effect
# Vif-A3F inh = qHTS for Inhibitors of Vif-A3F Interactions: qHTS; HeLa A3F-eYFP + Vif (tagged APOBEC3F with the HIV-1 protein that degrades it), YFP fluorescence increase; Potency, µM (series often up to 46.1 µM), inactives show at the top dose activity, negative = active; 0.2% of 390,000 active; AID 602313, 2012; also: potency is read from the fitted curve at half-maximal effect; % of control where 0% means no effect; nearly all actives have a fitted effect of over 65% in size
#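 HeLa cells stably expressing A3F-eYFP plus Vif, plated and incubated overnight at 37 deg C, then exposed to compounds overnight at 37 deg C. Blocked degradation read as raised yellow fluorescence (Ex 488/Em 500-530).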
# * hit, by the source's call; ? = inconclusive; nt = not tested or not shown; & = joins results of further samples. Unless noted, calls follow the shape of the dose curve; as a rule, active = well fitted curve in the direction sought with a large enough effect; inconclusive = small, poorly fitted or top-dose-only effect, or another doubt; inactive = no such curve, though single readings can be large; an effect the other way counts as inactive or inconclusive. Only part of the results is shown, so the mix of outcomes need not match the whole.
no.	smiles	GRP78 ERSR act	Vif-A3G inh	D1 antagonist	Vif-A3F inh	RXFP1 ag	D1 ag	D2 potentiator	LDHA block	D1 potentiator
1	COCCNC(=O)C(c1ccc(O)cc1)N(Cc1ccccc1)C(=O)CCC(=O)Nc1ccccn1 (stereo not drawn)	-2%	3%	-7	10%	0.2%	4	nt	-7	-3
2	Cc1nc([N+](=O)[O-])c(N2CCN(C)CC2)n1Cc1ccccc1	-5%	1%	41	nt	0.1%	5	-13	-18	-1
3	CCOC(=O)c1nn(-c2ccc3c(c2)CCN3C(C)=O)cc1O	-10%	0%	5	-4%	0.1%	1	10	6	-5
4	CC(=O)c1c(C)oc(C)c1CSCc1ccc(C(=O)O)o1	-2%	0%	4	-19%	0.3%	2	-3	4	-1
5	CC1CCCC(C)N1C(=O)COC(=O)c1cccs1 (stereo not drawn)	6%	0%	nt	5%	nt	nt	nt	0	nt
6	Cc1ccc(NC(=O)C2CC2c2ccccc2)cc1 (stereo not drawn)	2%	3%	5	-4%	0.4%	6	1	-2	2
7	CCC(C)N=C1SCC(C)(/C=N/O)S1 (stereo not drawn)	-4%	1%	3	-6%	1.5%	5	19	1	12
8	C=CC[C@@H](CC(=O)N[C@H](CO)Cc1ccccc1)C(=O)N[C@H](C)COC(=O)[C@@H](CC=C)CC(=O)OC(C)(C)C	-5%	-6%	nt	-1%	nt	nt	nt	0	nt
9	CC(C)NC(=O)Cn1nnc(-c2cccc(NC(=O)c3ccccc3F)c2)n1	-5%	-18%	-12	-4%	2.1%	1	11	-9	-7
10	C=CCNc1nc(C(=O)OC(C)C(=O)c2ccc(C)cc2)cs1 (stereo not drawn)	3%	1%	nt	0%	nt	nt	nt	-7&1	nt
11	CCCCOc1cccc(NC(=O)CSc2nncn2C)c1	3%	1%	3	1%	0.7%	0	-5	-1	-1
12	CN(C)C(=O)C[n+]1ccc(/C=N/O)cc1	0%	-4%	-7	-2%	4.5%	3	nt	1	-6
13	Cc1cc(=O)n(C)c(=O)n1CCCCOc1ccc([N+](=O)[O-])cc1	-1%	-3%	2	-1%	4.8%	11	-6	-6	-3
14	Cc1ccc(NC(=O)COc2ccc(Br)cc2C)cc1	-6%	2%	-14	-3%	0.9%	13	-7	-3	-4
15	CCc1ccc(NC(=O)c2cnn(-c3ccccc3)c2C)cc1	-7%	-2%	-2	-10%	2.1%	11	3	-2	-6
16	COc1ccccc1NC(=O)c1cc(=O)[nH]c2ccccc12	-3%	2%	1	-10%	0.7%	0	14	-2	-2
17	Cc1nc2cccnc2n1C1CCN(C(=O)Nc2ccccc2C(F)(F)F)CC1	-2%	1%	9	2%	1.6%	0	5	-3	-1
18	C[C@H](CO)N1C[C@H](C)[C@@H](CN(C)Cc2ccncc2)Oc2c(NC(=O)C3CCCCC3)cccc2C1=O	-4%	1%	nt	1%	nt	nt	nt	-4	nt
19	CCN1CCN(S(=O)(=O)c2ccc3[nH]c(=O)oc3c2)CC1	-3%	3%	-19	-3%	4.5%	1	-1	-4	-5
20	CCOC(=O)CNC(=O)N1CCN(S(=O)(=O)c2ccc3c(ccn3C)c2)CC1	-3%	4%	-8	-2%	0.9%	-2	-10	-2	-3

# Sorted by value in D1 potentiator (falling): seven from the list above
entry | smiles | D1 potentiator
7 | CCC(C)N=C1SCC(C)(/C=N/O)S1 (stereo not drawn) | 12
4 | CC(=O)c1c(C)oc(C)c1CSCc1ccc(C(=O)O)o1 | -1
16 | COc1ccccc1NC(=O)c1cc(=O)[nH]c2ccccc12 | -2
13 | Cc1cc(=O)n(C)c(=O)n1CCCCOc1ccc([N+](=O)[O-])cc1 | -3
19 | CCN1CCN(S(=O)(=O)c2ccc3[nH]c(=O)oc3c2)CC1 | -5
12 | CN(C)C(=O)C[n+]1ccc(/C=N/O)cc1 | -6
9 | CC(C)NC(=O)Cn1nnc(-c2cccc(NC(=O)c3ccccc3F)c2)n1 | -7

# Following part:
no.	smiles	GRP78 ERSR act	Vif-A3G inh	D1 antagonist	Vif-A3F inh	RXFP1 ag	D1 ag	D2 potentiator	LDHA block	D1 potentiator
21	CCCCNC(=O)C1CCN(Cc2ccc(OCc3ccccc3)c(OC)c2)CC1	0%	2%	-13	-4%	-0.2%	2	7	-15	-6
22	CCCn1c(-c2ccc(C(=O)OC)cc2)nc2c1c(=O)[nH]c(=O)n2Cc1ccccc1	1%	1%	6	4%	4.6%	4	8	-12	nt
23	CSc1ccccc1OCc1cc(C(=O)N(C)Cc2ccc3nsnc3c2)no1	-1%	-3%	12	0%	-3.7%	9	-1	-9	-2
24	COc1ccc(N2CCN(C(=O)c3ccccc3N(C)S(=O)(=O)c3ccccc3)CC2)cc1	-5%	0%	-1	9%	-2.0%	11	13	3	-2
25	O=C(NCc1ccc[n+](CCCCS(=O)(=O)[O-])c1)c1ccc(OC(F)F)cc1	nt	nt	-6	nt	2.0%	3	1	nt	-5
26	Cc1ccccc1NC(=O)/C=C/c1cccc(C(F)(F)F)c1	1%	6%	3	7%	2.8%	2	-10	4	-3
27	CC1(OC(=O)CCc2ccccc2)C(=O)C=C2C=C(c3ccc(C#N)cc3)N(c3ccccc3)C=C2C1=O (stereo not drawn)	-1%	0%	-37*	1%	0.0%	7	7	5	-5
28	Cc1ccc2c(CNCc3ccc(C)o3)c(C(=O)O)n(Cc3ccc(F)cc3)c2c1	-1%	-4%	9	-6%	-1.6%	-1	-6	-5	0
29	COc1ccc2c(c1)[nH]c1c(Cl)ncnc12	-3%	-4%	-2	-18%	-0.2%	4	-2	-3	-4
30	COc1cccc(-c2nc(CS(=O)(=O)CC(=O)NCCCN3CCc4ccccc4C3)c(C)o2)c1	-2%	1%	15	-3%	-0.4%	3	-30	0	-8
31	COC(=O)c1ccc(NC(=O)CC2C(=O)N(c3ccc(Cl)cc3)C(=O)N2Cc2ccco2)cc1 (stereo not drawn)	-1%	-3%	-14	0%	1.0%	2	-3	-8	-3
32	CS(=O)(=O)N1CCN(c2ccc([N+](=O)[O-])c(NCCN3CCOCC3)c2)CC1	1%	1%	3	-3%	2.6%	1	5	-3	-5
33	O=C(O)CCCCCCNS(=O)(=O)c1ccccc1	-2%	0%	-11	1%	0.0%	2	5	0	-8
34	O=C(CN1CCOCC1)N/N=C/C(Br)=C\c1ccccc1	4%	-10%	-5	-21%	-3.4%	4	-7	-8	-9
35	Nc1nc(N2CCN(c3ccc(F)cc3)CC2)n[nH]1	-4%	-2%	-3	-1%	0.3%	0	-4	-6	-1
36	CN1CCN(NC(=O)c2ccc(Cl)c(S(=O)(=O)Nc3ccc(Cl)cc3)c2)CC1	-2%	-1%	-38*	0%	2.0%	2	6	-9	-17
37	Cc1sc2ncnc(N/N=C/c3ccccc3O)c2c1C	-5%	-16%	-15	-7%	0.0%	1	-1	3	-3
38	CCC1CCCCN1Cc1cc(OC)c(O)c([N+](=O)[O-])c1 (stereo not drawn)	-2%	-1%	-4	-8%	-1.4%	0	-2	7	-2
39	Nc1c(N(Cc2ccccc2)C(=O)COc2ccc(F)cc2Cl)c(=O)[nH]c(=O)n1Cc1ccccc1	-4%	-2%	nt	-1%	nt	nt	nt	-1	nt
40	Cc1ccc(Nc2nc(-c3sc(NC(=O)c4ccc([N+](=O)[O-])cc4)nc3C)cs2)cc1	nt	nt	-18	nt	-2.2%	0	-1	nt	2

# (cont.)
no.	smiles	GRP78 ERSR act	Vif-A3G inh	D1 antagonist	Vif-A3F inh	RXFP1 ag	D1 ag	D2 potentiator	LDHA block	D1 potentiator
41	Cc1cc(C)cc(NC(=O)C(OC(=O)c2ccc(NC(=O)CC#N)cc2)c2ccccc2)c1 (stereo not drawn)	2%	-5%	-1	?	2.2%	1	-3	-3	-3
42	O=C(N/N=C/c1cccnc1)c1ccc([N+](=O)[O-])cc1Cl	-2%	-1%	-23	-5%	-1.0%	5	-15	1	1
43	Cc1cc(C)cc(N(CC(=O)NC2CCCC2)C(=O)c2csnn2)c1	-1%	2%	-8	-4%	-1.7%	4	10	-6	nt
44	O=C(c1cc(F)cc2c1OCOC2)N1CCN(c2ccc(F)cc2)CC1	-3%	2%	10	8%	-0.3%	1	-5	-4	6
45	COc1ccccc1N1CCN(S(=O)(=O)c2ccc3c4c(cccc24)C(=O)N3C)CC1	nt	nt	21	nt	-0.1%	-1	nt	nt	6
46	O=C(Cc1c[nH]c2ccccc12)N/N=C/c1ccccc1O	-2%	-16%	10	-27%	-0.1%	6	-4	3	1
47	Cc1cc(C)c(S(=O)(=O)N(C2=NCCS2)S(=O)(=O)c2c(C)cc(C)cc2C)c(C)c1	-1%	-5%	-12	2%	0.5%	2	13	-1	-3
48	CC(=CC(=O)c1ccccc1)c1ccccc1	2%	0%	nt	-26%	nt	nt	nt	-4	nt
49	OCCN1CNC(=S)NC1	-8%	-5%	3	-23%	-3.9%	2	10	-3	-7

# Single entries from the results shown:
# `Cc1cc(C)c(S(=O)(=O)N(C2=NCCS2)S(=O)(=O)c2c(C)cc(C)cc2C)c(C)c1` in RXFP1 ag reads 0.5%
# `CC(=CC(=O)c1ccccc1)c1ccccc1` in LDHA block reads -4
# `O=C(c1cc(F)cc2c1OCOC2)N1CCN(c2ccc(F)cc2)CC1` in GRP78 ERSR act reads -3%
